TbHK1 inh: T. brucei hexokinase 1 inhibition. 220,000 compounds, 0.11% hits. recombinant TbHK1, G6PDH-coupled NADH A340. AID 1430. inhibition, % at 10 µM;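 active means inhibition of 50% or more in the single-dose primary screen; inactive means inhibition below 50%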
PPC-1+TRAIL kill: compounds killing PPC-1 cancer cells with TRAIL present (potentiator screen, no TRAIL-free arm) | PPC-1 cells + TRAIL, ATPLite viability luminescence | cell killing (% activity), % at 4 µM | 220,000 compounds, 0.41% hits;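 active means cell killing above 50% in the first pass at 4 µM, then a duplicate retest at 5 µM averaging 50% or more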;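 further: plate controls were cells with TRAIL plus DMSO for no effect and medium-only wells lacking cells for full effect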
BaF3 parental: counter-screen for JAK2V617F inhibitors: parental Ba/F3 viability inhibitors; CellTiter-Glo ATP luminescence; inhibition, % at 5.6 µM; 220,000 compounds, 1.1% hits; AID 1486;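 active means inhibition above a per-campaign cutoff, the mean inhibition of all tested compounds plus 3 SD, cut at about 27% in these data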;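 further: 0% = DMSO wells and 100% = JAK Inhibitor I control wells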
p47phox inh: blocks human p47phox regulatory protein of NADPH oxidases | P14598 | p47phox/p22phox peptide binding, fluorescence polarization, 2 h | inhibition, % at 24.7 µM | 220,000 compounds, 0.53% hits;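 active means inhibition above about 30%, limit read from the data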;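 further: 0% = p47phox with labelled peptide and 100% = labelled peptide alone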
PGE2 EP2 inh: inhibitors of human EP2 prostaglandin E2 receptor. inhibition, % at 25 µM. 260,000 compounds, 0.52% hits. C6 glioma cells expressing human EP2, cAMP TR-FRET; cells stimulated with saturating PGE2;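 active means percent inhibition above 40 after rounding to a whole number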;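 further: rat C6 glioma host cells with rolipram phosphodiesterase inhibitor present; the protocol text gives 20 µM as final concentration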
Furin inhibitor: blocks human furin protease activity | P09958 | purified furin, fluorogenic substrate cleavage | inhibition, % at 30 µM | 220,000 compounds, 0.061% hits; in the data active means inhibition above about 25%; further: inactives centre near -15
Target sequence (P09958 108-714 limits assumed): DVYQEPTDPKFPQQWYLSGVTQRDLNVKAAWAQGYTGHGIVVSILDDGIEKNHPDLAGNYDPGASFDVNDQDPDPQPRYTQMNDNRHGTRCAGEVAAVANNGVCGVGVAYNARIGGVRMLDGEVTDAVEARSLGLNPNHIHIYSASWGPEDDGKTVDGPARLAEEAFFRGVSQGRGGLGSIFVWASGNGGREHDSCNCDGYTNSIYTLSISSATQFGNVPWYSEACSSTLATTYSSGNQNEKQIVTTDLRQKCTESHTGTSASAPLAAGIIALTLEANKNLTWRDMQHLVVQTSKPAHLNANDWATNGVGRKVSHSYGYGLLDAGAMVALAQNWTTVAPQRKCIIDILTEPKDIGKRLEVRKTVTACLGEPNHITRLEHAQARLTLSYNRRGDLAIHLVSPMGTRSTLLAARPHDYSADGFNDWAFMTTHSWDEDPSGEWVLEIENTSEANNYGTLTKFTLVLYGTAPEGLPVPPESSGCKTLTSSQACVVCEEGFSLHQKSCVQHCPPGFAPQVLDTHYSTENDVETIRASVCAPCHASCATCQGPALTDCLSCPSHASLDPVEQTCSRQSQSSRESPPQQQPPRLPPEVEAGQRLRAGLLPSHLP
RBBP9 inhibitor: blocks human serine hydrolase RBBP9. O75884. 220,000 compounds, 0.2% hits. inhibition, % at 7.94 µM. recombinant RBBP9, FP-Rh probe fluorescence polarization;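 active means inhibition above the campaign mean of all tested compounds plus 3 SD, cut at about 14% in these data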;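 further: plate controls were DMSO wells with RBBP9 for no effect and wells lacking RBBP9 protein for full effect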
Target sequence (O75884 whole entry, looked up): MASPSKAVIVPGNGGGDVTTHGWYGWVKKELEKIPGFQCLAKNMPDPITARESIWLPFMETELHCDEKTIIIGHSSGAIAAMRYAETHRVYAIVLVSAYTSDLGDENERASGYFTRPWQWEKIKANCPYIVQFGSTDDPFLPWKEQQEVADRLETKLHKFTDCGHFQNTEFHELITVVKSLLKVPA
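Controls: DMSO-treated enzyme wells and wells lacking RBBP9 | Material: RBBP9 protein | Technique: Fluorescence polarization | Replication: Single well per compound, no replicates | Buffer or medium: Tris-NaCl-Pluronic buffer, pH 8.0 | Timing: 30 min compound preincubation, 45 min probe labeling, 25 °C | Read-out basis: Percent inhibition from mP, scaled between DMSO and no-protein wells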
p97 inhibitor: blocks human p97 ATPase activity | P55072 | recombinant p97 ATPase, Kinase-Glo ATP luminescence, 3 h | AID 1481 | inhibition, % at 8 µM | 220,000 compounds, 0.42% hits; in the data active means inhibition above about 15%;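 further: 0% = DMSO vehicle and 100% = wells lacking enzyme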
Ba/F3 V617F tox: loss of viability in JAK2V617F-driven Ba/F3 cells; inhibition, % at 5.6 µM; AID 1446; 220,000 compounds, 1.1% hits; Ba/F3 EpoR-JAK2V617F viability, ATP luminescence;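 active means inhibition above the campaign mean plus 3 SD over all tested compounds, cut at about 24% in these data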;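 further: cytokine-independent growth of Ba/F3 cells driven by EpoR plus mutant JAK2; 0% = DMSO-treated cells and 100% = JAK inhibitor I control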
* hit, by the source's call; x = not tested or not shown; & = joins results of further samples; [ ] = remark or other dose.

SMILES	TbHK1 inh	PPC-1+TRAIL kill	BaF3 parental	p47phox inh	PGE2 EP2 inh	Furin inhibitor	RBBP9 inhibitor	p97 inhibitor	Ba/F3 V617F tox
CC1(C)C(C(=O)NCc2ccco2)C1(C)C	0	13	1	-11	16	-27	-3	3	-1
Cc1cc(Cl)ccc1C(=O)C1CCCN(C2CCSCC2)C1 (centres undefined)	5	2	10	-16	6	-15	-2	-1	8
CN(C)/C=C(\C=[N+](C)C)c1[nH]ncc1[N+](=O)[O-]	-15	13	7	2	7	-20	2	3	0
CC1=C(C(=O)O)N2C(=O)C(NC(=O)Cc3ccccc3)C2SC1 (centres undefined)	8	16	-4	-4	4	-28	2	-1	4
CCCCc1ccc2[nH]cc(CCN)c2c1	9	7	3	-6	20	-16	-6	3	-2
COc1ccc(OCC(=O)N2CCN(Cc3ccc(SC)cc3)CC2)cc1	1	x	5	0	15	-30	6	0	1
CCCNc1oc(-c2cccc3ccccc23)nc1C#N	-3	-6	9	-8	6	-29	-5	2	3
COc1ccc2c(c1OC)C(=O)OC2c1c(O)n(Cc2ccc(F)cc2)c(=O)[nH]c1=O (centres undefined)	-3	-10	3	-5	12	-12	2	4	1
O=C(c1cccc([N+](=O)[O-])c1)C12CN3CN(CN(C3)C1)C2	-2	20	9	-2	5	-19	2	4	0
C[N+]1(C)CCc2cc3c(cc2[C@H]1[C@@H]1OC(=O)c2c1ccc1c2OCO1)OCO3	-15	18&12	10&-2	-6&-3	15&13&11	-9	-4&1	2&7	2&-4
CC12CCC3C(CCC4C/C(=N/O)CCC43C)C1CCC2O (centres undefined)	0	12	3	-4	3	-11	2	2	0
CN(Cc1c[nH]c2ccccc12)C1CCCCC1	-4	-5	4	-1	6	-26	1	3	-2
CCc1nc2ccc(N3CCN(C)CC3)cc2nc1CC	-3	11	8	3	5	-10	-6	3	1
CC(C)(C)NC(=S)N1CCn2cccc2C1c1cccnc1 (centres undefined)	-1	-11	6	-7	5	-27	-8	7	0
COc1ccc(CN2CC3CC(C2)c2cccc(=O)n2C3)cc1OC (centres undefined)	-10	5	2	-1	8	-18	1	0	-1
C[C@H]1CCC[C@@H](O)CCC/C=C/c2cc(O)cc(O)c2C(=O)O1	-3	-15	4	-13	12	-29	1	12	3
C#CC(CC)(CC)NC(=O)Nc1ccc(OCC)cc1	-1	-8	3	-23	8	-22	-5	2	-2
O=c1c2cc(Cl)cc(Cl)c2nc(CN2CCOCC2)n1-c1ccccc1F	-2	39	4	-17	13	-12[20 µM]	-4	2	-1
O=C(Nc1ccc(Cl)cc1)OC1CN2CCC1CC2 (centres undefined)	2	-9	-1	-16	10	-5	0	12	-3
CC(NC1CCCCC1)C(O)C12CC3CC(CC(C3)C1)C2 (centres undefined)	-2	30	2	-1	6	-21[20 µM]	0	-2	-1

Record cards, as listed above.
`O=C(c1cccc([N+](=O)[O-])c1)C12CN3CN(CN(C3)C1)C2` as listed: TbHK1 inh = -2; PPC-1+TRAIL kill = 20; BaF3 parental = 9; p47phox inh = -2; PGE2 EP2 inh = 5; Furin inhibitor = -19; RBBP9 inhibitor = 2; p97 inhibitor = 4; Ba/F3 V617F tox = 0
`C[C@H]1CCC[C@@H](O)CCC/C=C/c2cc(O)cc(O)c2C(=O)O1` as listed: TbHK1 inh = -3; PPC-1+TRAIL kill = -15; BaF3 parental = 4; p47phox inh = -13; PGE2 EP2 inh = 12; Furin inhibitor = -29; RBBP9 inhibitor = 1; p97 inhibitor = 12; Ba/F3 V617F tox = 3

(next part)
SMILES	TbHK1 inh	PPC-1+TRAIL kill	BaF3 parental	p47phox inh	PGE2 EP2 inh	Furin inhibitor	RBBP9 inhibitor	p97 inhibitor	Ba/F3 V617F tox
COc1ccccc1-n1c(-c2cccs2)nc2ccccc2c1=O	-9	24	1	-3	5	-11	-6	5	-4
CC(C)c1ccc(-n2c(O)c(/C=N/N3CCOCC3)c(=O)[nH]c2=S)cc1	-36	5	3	-19	2	0	-5	0	2
CCc1n[nH]c(CCN)n1	-4	7	0	13	12	-30	-1	7	-1
CC(=O)c1ccc2c(c1)OCO2	0	9	2	-5	16	-8	6	5	3
CCc1ccccc1NC(=O)CNC1CCCCC1	-1	-1	-1	-6	3	-20	3	9	0
COc1ccc(C(=O)CN2CCCCC2)cc1	11	21	14	-9	6	-19	-1	1	4
CC(C)NS(=O)(=O)c1ccc(OCC(=O)N2CCN(Cc3ccccc3)CC2)c(Cl)c1	-7	-9	2	4	22	-10[20 µM]	-3	-5	1
O=c1[nH]c(CN2CC=C(c3ccccc3)CC2)nc2cc(C(F)(F)F)ccc12	-6	0	6	-46	6	-16[20 µM]	-4	1	-1
O=S(=O)(F)c1ccc2nc(-c3cccc(Sc4ccccc4)c3)cc(Cl)c2c1	-2	3	-5	-13	9	-28	1	6	-1
N#CCCn1cc(C(=O)Nc2ccc(F)cc2)c(-c2ccc([N+](=O)[O-])cc2)n1	-3	27	5	-7	1	-25	-9	5	-2
CN1C(=O)N(C)C(=O)C(CCc2ccccn2)(CCc2ccccn2)C1=O	-1	14	3	-8	9	-23	-2	2	-1
CCOC(=O)N(C)c1ccc(C(O)(C(=O)OCC)C(F)(F)F)cc1 (centres undefined)	4	16	9	-7	6	-11[20 µM]	4	1	-1
O=C(/C=C/c1ccc2c(c1)OCO2)c1c(O)n(CCc2ccccc2)c(=O)[nH]c1=O	-40	-20	-3	-76	8	-5	1	8	2
O=C1OCc2cc(N=Nc3c(O)[nH]c(=O)[nH]c3=O)ccc21	-6	-4	2	-4	1	-10	3	5	0
CC(=O)OC1(c2ccccc2)CCN(C2CCCCC2)CC1C (centres undefined)	-6	-2	2	-2	9	-25	2	6	-3
Cn1c(O)c(/C=C2\N=c3ccccc3=C2CCNC(=S)NC2CC2)c(=O)n(C)c1=O	-12	19	-6	39*	18	-7	-1	9	-7
CCOC(=O)C1CCN(C(C)C(=O)c2c(C)[nH]c3cc(C)ccc23)CC1 (centres undefined)	-8	7	8	-6	10	4	-7	-4	2
Cn1c(O)c(C=NCCN2CCOCC2)c(=O)n(C)c1=S	-30	16	-1	-57	4	1	9	4	0
CC1CC2(O)c3no[n+]([O-])c3CCC2N1O (centres undefined)	1	-1	3	-12	9	-19[20 µM]	1	2	-4
O=c1[nH]c2ccccc2c(=O)n1-c1cccc(Cl)c1	2	25	6	-12	12	-6	-3	-3	4
CCN1CCN(c2ccc(N)cc2C)CC1	4	10	7	6	6	-14	-4	-1	3
O=C(CCl)NCC1CCCO1 (centres undefined)	5	9	9	-5	6	-21	-9	5	4
CN1CCN(Cc2nc3ccccc3c(=O)[nH]2)CC1	-7	1	6	-4	6	-7[20 µM]	-9	-1	4
CCOC(=O)[C@]1(C#N)[C@@H]2C=CC(C(N)=O)=CN2[C@@H](C(N)=O)[C@@H]1c1ccc(F)cc1	-35	6	-2	-13	6	-9	0	9	-5
Brc1ccc(C2N3CCCN23)cc1 (centres undefined)	-4	19	4	-7	11	-17	-6	1	0
CC(=NCCCn1ccnc1)c1c(O)n(-c2ccccc2)c(=O)[nH]c1=O	-6	4	-2	-12	6	-21	0	-2	4
CCOc1ccc2nc(N=Nc3c(O)[nH]c(=S)[nH]c3=O)sc2c1	-5	3	5	-51	1	-20	-7	1	-1
NCCc1c[nH]c2ccc(F)cc12	2	12	2	-12	6	-20	-2	4	-2
COc1cccc(C(=O)C2CN(C)CC2c2ccc(Cl)cc2)c1 (centres undefined)	2	4	7	-4	3	-18	-12	-6	3
Cc1cc(/C=C2\C(=O)NC(=O)N(Cc3ccccc3)C2=O)c(C)n1-c1ccc(Cl)c(C(=O)O)c1	8	9	5	-11	10	-5	-15	-8	1
O=C1C2CCCN2C(c2cccnc2)N1c1nccs1 (centres undefined)	5	3	2	-4	x	-23	-6	2	-1
Cc1cc(/C=C2\C(=O)NC(=O)N(c3ccc(Cl)cc3)C2=O)c(C)n1C	0	6	3	-114	8	-9	3	3	-1
CCCCCOc1ccc(C)cc1CN(CCCl)CCCl	1	21	2	-2	9	-15	0	3	-4
COCCN1C(=O)NC(=O)/C(=C\c2ccc(Br)cc2)C1=O	5	13	8	-5	12	-30	-5	8	-3
COc1ccc(NC(=S)NC(NC(=O)CF)C(Cl)(Cl)Cl)c([N+](=O)[O-])c1 (centres undefined)	-4	12	-1	-4	7	-19	0	3	-2
CC(=O)OC1(c2ccc(C)cc2)CN2CCC1c1ccccc12 (centres undefined)	-5	22	11	-2	4	-15[20 µM]	1	-1	2
CCCC(C)C(=O)NC1CCSC1=O (centres undefined)	1	11	2	-5	5	-21	-6	-3	1
CN1CCC2(CC1)CC(NC=O)c1ccccc1O2 (centres undefined)	6	-2	8	-4	10	-21	-2	1	3
CC1=NCCc2c1[nH]c1ccccc21	-24	0	-1	-9	16	-18	-1	5	-1
O=[N+]([O-])c1ccc(N2CCCC2)c2ccncc12	-14	14	8	-13	2	-16	-3	4	-1

Filtered by structure: those above with a cyano group
SMILES	TbHK1 inh	PPC-1+TRAIL kill	BaF3 parental	p47phox inh	PGE2 EP2 inh	Furin inhibitor	RBBP9 inhibitor	p97 inhibitor	Ba/F3 V617F tox
CCCNc1oc(-c2cccc3ccccc23)nc1C#N	-3	-6	9	-8	6	-29	-5	2	3
N#CCCn1cc(C(=O)Nc2ccc(F)cc2)c(-c2ccc([N+](=O)[O-])cc2)n1	-3	27	5	-7	1	-25	-9	5	-2
CCOC(=O)[C@]1(C#N)[C@@H]2C=CC(C(N)=O)=CN2[C@@H](C(N)=O)[C@@H]1c1ccc(F)cc1	-35	6	-2	-13	6	-9	0	9	-5

Structural class, those above containing an aryl thioether with sulfur outside any ring.
SMILES	TbHK1 inh	PPC-1+TRAIL kill	BaF3 parental	p47phox inh	PGE2 EP2 inh	Furin inhibitor	RBBP9 inhibitor	p97 inhibitor	Ba/F3 V617F tox
COc1ccc(OCC(=O)N2CCN(Cc3ccc(SC)cc3)CC2)cc1	1	x	5	0	15	-30	6	0	1
O=S(=O)(F)c1ccc2nc(-c3cccc(Sc4ccccc4)c3)cc(Cl)c2c1	-2	3	-5	-13	9	-28	1	6	-1

Continuation.
SMILES	TbHK1 inh	PPC-1+TRAIL kill	BaF3 parental	p47phox inh	PGE2 EP2 inh	Furin inhibitor	RBBP9 inhibitor	p97 inhibitor	Ba/F3 V617F tox
Cc1nn(Cc2ccccc2)c(C)c1C(=O)NCc1ccccc1F	5	x	5	-6	7	-30	-1	1	-2
CCc1ccc(-n2c(O)c(C(C)=O)c(=O)[nH]c2=O)cc1 (tested in a mixture with another compound)	5	7	5	-2	8	-19	-5	4	0
CCn1c(O)c(C=Nc2cc(Cl)ccc2Cl)c(=O)n(CC)c1=O	-10	13	4	-6	5	-13	-12	-2	2
CCc1nc(N2CCNCC2)c(C#N)c2c1CSC(C)(C)C2	-10	5	7	-9	x	-9	-3	-1	-1
Cc1cc(/C=C2/C(=O)NC(=O)N(C)C2=O)c(C)n1-c1ccccc1	2	5	0	-62	4	-6	-2	0	4
CSc1ccccc1C(=O)C1CCCN(Cc2ccncc2)C1 (centres undefined)	-7	29	2	0	3	-36	7	2	-1
CC(NCc1ccccc1Cl)C(O)c1ccccc1 (centres undefined)	3	14	4	-6	5	-13[20 µM]	0	1	-1
CCCCn1c(O)c(C(C)=NCCCN(CC)CC)c(=O)[nH]c1=O	3	-18	7	-10	2	-18	-4	1	3
Cc1ccc(N2C(=O)NC(=O)/C(=C\c3ccsc3)C2=O)cc1C	-4	-13	4	-3	8	-15	-5	4	0
Cc1ccc(OCC(=O)N2CCN(Cc3ccc4c(c3)OCO4)CC2)cc1C	7	6	7	2	6	-5	-9	-9	1
CC(=O)N(C1=NCCCS1)c1ccccc1Cl	9	25	5	-4	7	-1	-6	-4	7

Not all compounds are listed, so the mix of outcomes need not match the whole.
